# miR122 inh = inhibitors of miR-122 in Huh7 cells; Huh7 miR-122 Renilla luciferase sensor, 48 h; neutral wells = 0, positive control = 100; activation (reporter increase), % at 12.5 µM; 340,000 tested, 0.3% active; AID 602342;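 active means mean replicate activation score at least 90 and every replicate individually at or above 90; inconclusive means only one of the two criteria met; inactive means neither criterion met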;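 further: higher luciferase means less miR-122 activity so hits act as miR-122 inhibitors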
# PAX8 reporter = PAX8 transcriptional activity inhibition; RMG-I TPO-luciferase reporter, SteadyGlo, 24 h; inhibition, % at 12.6 µM; 360,000 tested, 1.2% active;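 active means mean replicate inhibition at least 60% with every replicate also reaching 60%; inconclusive means only one of the two criteria is met; inactive means mean below 60% and not all replicates reaching 60%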;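 further: luciferase light reporting Pax8 driven TPO promoter activity; plate controls were median of neutral control wells for no effect and mitoxantrone controls for full effect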
# F508del corr = correctors of CFTR F508del function in bronchial epithelial cells; CFBE cells, YFP halide quenching; stimulated with forskolin plus potentiator P3; % fluorescence drop versus neutral controls; 350,000 tested, 0.36% active; activity (quench increase), % at 7.58 µM;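 active means mean added fluorescence quench of at least 8% versus neutral control, with both replicates also reaching 8%; inconclusive means only one of the mean or replicate conditions met; inactive means mean below 8% and not both replicates reaching 8%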;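 further: cells transiently co-express mutant CFTR-F508del with the halide-sensitive YFP; corrector assay measuring rescue of mutant channel to the surface after 24 h compound exposure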
# EWS-Fli block = blocks EWS/Fli oncoprotein-driven transcription; inhibition, % at 12.6 µM; A673 NR0B1-luciferase reporter, viability-normalised; 350,000 tested, 0.67% active;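 active means mean inhibition of at least 50% after viability correction, with every replicate also passing that limit; inconclusive means mean reaches 50% but only one of two replicates passes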;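 further: firefly luciferase signal divided by Alamar Blue viability fluorescence both relative to DMSO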
# GSIS activator = GLuc luminescence reporter in INS-1E cells, primary screen for activators of glucose-dependent secretion of insulin; INS-1E GLuc reporter insulin secretion, 2-3 h; activation, % at 16.6 µM; 370,000 tested, 0.61% active; AID 743287;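 active means lowest replicate activation of at least 40%, so every replicate reaches that level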;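 further: 0% = median of neutral control wells and 100% = median of IBMX positive control wells; some compounds called inactive have numbers as strong as hits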
# DENV2 CPE rescue = inhibitors of DENV2 cytopathic effect. 350,000 tested, 1.7% active. DENV2-infected cells, cytopathic effect rescue, plate reader. CPE inhibition, % at 9.99 µM; in the data active means CPE inhibition above about 20%, passing the limit was not always enough; inconclusive means no clear call, values can overlap the other calls; tested in BHK-21 cells;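 further: 0% = median of neutral control wells and 100% = median of positive control wells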
# FN deposit inh = fibronectin deposition inhibition | AH1F fibroblasts, Alexa488-fibronectin deposition fluorescence, overnight | inhibition, % at 12.6 µM | 350,000 tested, 0.086% active | AID 743247;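 active means mean inhibition across replicates of 30% or more, regardless of how many single replicates reach that level; inconclusive means mean under 30% yet at least half of replicates reach 30%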;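 further: positive control wells lacked labelled fibronectin entirely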
#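 Assay system: AH1F fibroblasts / Quantity: 10000 cells per well / Medium: DMEM plus 2% serum, read in PBS / Reagent: labelled fibronectin 24 nM / Dosing: single dose, pinned / Times: 1 h cell attachment, overnight exposure to compound and label / Signal: fluorescence, ex 485 nm, em 525 nm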
# Active calls of the source: *; ? = inconclusive; . = no result given; & = joins results of further samples; [ ] = another dose, or the depositor's remark.
compound,FN deposit inh,miR122 inh,F508del corr,DENV2 CPE rescue,GSIS activator,PAX8 reporter,EWS-Fli block
COc1ccc(S(=O)(=O)Nc2ccc3c(c2)CC(=O)N([C@@H](C)CO)C[C@H](C)[C@@H](CN(C)C(=O)Nc2ccc4c(c2)OCO4)O3)cc1,.,13.2[16.7 µM],-0.8,9.3,16.8,6.0,7.2
O=[N+]([O-])c1ccccc1CN1CCN(c2ncccn2)CC1,-0.5,1.3,2.5,3.6,-3.0,13.7,6.4
CCOC(=O)CNc1ccc(OC(F)(F)F)cc1,-2.3,.,2.0,-1.8,.,-22.9,2.2
CCOCCCNCc1ccc(Cl)cc1,0.8,-10.3,.,.,32.7,-12.5,.
COc1ccc(CCNC(=O)COc2ncnc3ccccc23)cc1,-7.0,.,2.1,-3.2,8.9,-16.0,3.0
Cc1nc2cc(NC(=O)CCS(=O)(=O)c3ccccc3)ccc2s1,-6.9,6.4,-2.0,-2.9,6.5,-123.3,-27.1
C[C@@H]1CCCCO[C@@H](CN(C)Cc2ccccc2)[C@H](C)CN([C@@H](C)CO)C(=O)c2cc(NC(=O)c3ccccc3)ccc2O1,2.3,-3.6[16.7 µM],1.2,-4.8,2.9,3.3,5.8
O=C(CCCCCNc1nc(=S)[nH]c2ccccc12)NCc1ccccc1Cl,-8.2,.,-0.9,2.8,-4.8,-11.1,1.6
Cc1cc(O)c2c(c1)CC1C3CCC4CC(=O)CCC4(C)C3CC(=O)C21C (stereo not given),12.4,-7.6,0.1,5.1,13.2,15.0,21.4
CN(C)S(=O)(=O)N1CCC(n2nccc2NC(=O)CCc2ccccc2)CC1,5.2,-4.6,0.0,-2.1,3.9,-20.0,3.6
CN(Cc1cccc(-n2cccn2)c1)C(=O)CCc1nnc(C2CCCCC2)o1,2.5,.,-3.5,-2.5,5.5,-59.0,-43.2
COCCCNCC1C(Oc2ccc(Cl)cc2)C(=O)N1c1ccccc1C (stereo not given),4.1,0.6,.,.,-17.6,.,.
CCOC(=O)N1CCC(NC(=O)CCN2C(=O)COc3ccccc32)CC1,.,-3.8,1.6,1.4,-1.0,.,-0.3
CC1CCCC(C)N1C(=S)SCC(=O)O (stereo not given),-8.2,-2.0,-0.9,13.8,7.9,4.9,4.5
COc1ccccc1C(=O)NCCC(=O)NCCOc1ccccc1,-4.2,4.9,-1.3,-6.5,13.1,-16.7,.
Cc1noc(C)c1COc1ccc(C(=O)O)cc1,-1.4,3.5,-1.1,-0.7,2.9,-8.1,5.8
CCC(C)NCCOCCOc1ccccc1-c1ccccc1 (stereo not given),-9.5,1.7,.,.,15.3,.,.
COc1ccc(NC(=O)CSc2nnc(C)c3ccccc23)cc1,17.0,.,-2.2,2.3,19.6,-22.8,-30.8
O=C(CCn1cccc1)Nc1ccc(OC(F)(F)F)cc1,-0.9,.,-2.3,11.1,-26.4,-7.4,-17.1
CC(=O)Nc1ccc(N(C(=O)CNC(=O)c2ccco2)C(C(=O)NC2CCCC2)c2ccco2)cc1 (stereo not given),-10.5,1.1,0.0,9.5,-5.0,5.7,-3.8
C[C@@H](NC(=O)C[C@H]1C=C[C@H](NC(=O)C2CC2)[C@H](CO)O1)c1ccccc1,-17.1,.,-0.4,-1.8,-1.5,-5.5,-6.4
COc1cc2c(cc1CNC[C@H]1O[C@@H](n3cc(C)c(=O)[nH]c3=O)C[C@@H]1O)OCO2,-2.1,-3.8,-1.4,12.4,9.5,-24.0,-5.8
Cc1[nH]c2ccccc2c1/C=N\NC(=O)c1ccccc1Cl,-10.7,1.7,-2.0,-4.7,.,25.0,-3.2
C/C=C/c1cnc2c(c1)C(=O)N([C@H](C)CO)C[C@@H](C)[C@@H](CN(C)C(=O)Nc1ccc(C(F)(F)F)cc1)O2,.,0.0[16.7 µM],-0.9,5.0,-4.3,.,-6.6
CC(C)N1CCN(C(=O)c2ccc(NC(=O)c3ccc(Br)o3)cc2)CC1,2.3,0.1,-3.4,-3.1,8.2,-0.4,-0.3
Cc1cc(OCc2cc(C(=O)NCC3(C)COC3)no2)cc(C)c1Cl,-2.8,.,3.6,6.6,5.6,-14.7,.
CN(C)c1cccc(C(=O)OCC(=O)Nc2ccccc2Cl)c1,-6.3,11.9,-0.4,1.9,-10.1,-31.5,7.7
COc1ccc(CN(C)C[C@@H]2Oc3ccc(NC(=O)Cc4cn(C)c5ccccc45)cc3CC(=O)N([C@@H](C)CO)C[C@@H]2C)cc1,.,-4.7[16.7 µM],3.4,10.1,1.8,-7.8,-8.1
O=C(Nc1ccccc1)N1C[C@@H]2[C@H](c3ccccc31)[C@H](CO)N2C(=O)c1ccncc1,.,-33.3[16.7 µM],-2.3,-10.6,0.3,-62.3,-28.0
CCNC(=O)C1(C)CCCN1C(=O)c1ccc2c(c1)OCO2 (stereo not given),4.8,-2.5,4.6,-3.7,-2.3,-32.5,-6.4
CN(C)c1cccc(C(=O)N(C)C2CCCN(Cc3ccccc3F)C2)c1 (stereo not given),4.5,1.0,4.5,?,-2.2,21.8,-32.1
Cn1c(C(=O)NCCCN2CCCCC2)cc2sccc21,1.2,-1.7,.,.,19.9,.,.
N#CC1=C(SCC(=O)Nc2ccccc2)NC(=O)CC1c1ccc(O)cc1 (stereo not given),-3.5,-4.3,-1.7,-3.1,12.7,-119.7,-69.1
CCOC(=O)c1ccc(NC(=O)C2CC(=O)Nc3nc4ccccc4n32)cc1 (stereo not given),-10.2,.,3.6,-1.9,0.2,2.0,-9.7
Nc1nc(C2CCOCC2)cs1,-3.6,.,0.1,1.9,-0.8,18.5,17.1
O=C(NC1CCCC1)N1CCCCN2[C@H](CO)[C@H](c3ccc(/C=C/c4ccccc4)cc3)[C@H]2C1,2.5,-18.9[16.7 µM],-1.0,-25.1,-17.3,37.3,23.6
Fc1ccc(CN2[C@@H]3CNC[C@H]2C3c2ccc(-c3ccncc3)cc2)cc1 (stereo not given in full),-4.6&1.6,.,1.9&3.2,-1.1&-0.7,-7.9&8.5,-8.2&-16.2,1.1&-3.4
CCC(=O)N1[C@@H](CO)[C@@H](c2ccccc2)[C@@H]1CN(CC)C(=O)NC1CCCC1,.,-5.9[16.7 µM],0.1,0.2,9.7,20.6,-0.6
c1ccc2c(c1)COC(CN1CCCCC1)OC2,8.0,.,1.8,3.4,-7.2,-3.3,-4.5
O=C(NC[C@H]1[C@@H](c2ccccc2)[C@@H](CO)N1Cc1ccccn1)C1CC1,.,-7.1[16.7 µM],-0.2,-4.3,11.7,8.3,-1.9
CC(C)(C)OC(=O)N(CCc1ccccc1)Cc1ccc(OCc2cccc(NC(=O)/C=C/c3ccccc3)c2)cc1,-1.9,6.1,-0.8,-13.7,11.5,-56.7,-35.5
Cc1cc(C)n(CC(=O)Nc2ccc3c(c2)OCO3)c(=O)c1C#N,-0.6,-5.3,1.9,0.9,-5.5,-8.2,1.1
COc1ccc(-c2cc(C(F)(F)F)n3nc(C(=O)N(C)Cc4ccccc4)cc3n2)cc1OC,-2.4,.,2.8,-2.5,0.7,28.3,27.0
COc1ccc2c3c([nH]c2c1)[C@@H](CO)N(C(=O)Nc1c(C)noc1C)CC31CN(CC2CCOCC2)C1,-3.8,.,-0.9,-1.5,7.2,-16.0,-0.9
CCS(=O)(=O)Nc1cccc(C2=NN(S(=O)(=O)CC)C(c3ccccc3)C2)c1 (stereo not given),-13.1,10.9,0.9,-5.4,4.7,9.6,1.5
O=C(N[C@H]1C=C[C@H](CC(=O)N2CCc3ccccc3C2)O[C@H]1CO)C1CC1,-14.0,.,4.7,12.6,6.0,3.9,-5.2
CCSc1nnc(NC(=O)C2CCN(S(=O)(=O)c3ccccc3C(F)(F)F)CC2)s1,-5.3,.,.,.,-14.8,-3.8,.
CO[C@H]1CN(C)C(=O)c2ccc(NS(=O)(=O)c3cccc(F)c3)cc2OC[C@H](C)N(Cc2cc(F)ccc2F)C[C@H]1C,-8.4,.,1.4,-9.5,-38.6,26.8,17.4
CCOC(=O)C1=C(C)N(CCCC(=O)O)C(=O)NC1c1cccc(OC)c1 (stereo not given),-0.3,.,0.0,-3.9,17.4,12.3,-3.5
O=C(O)c1ccc(/C=C2\COc3ccccc3C2=O)cc1,8.5,-3.3,1.2,-3.3,7.4,-5.0,-26.1
CCC(C)(C)NC(=O)Cc1ccc(C)cc1,-2.0,-15.1,.,.,.,-29.6,.
O=C(Cc1ccccc1[N+](=O)[O-])N1CCN(c2ccc(F)cc2)CC1,-3.4,-2.4,-2.2,-1.7,-2.6,-4.9,8.8
COc1ccc(S(=O)(=O)Nc2ccc(Oc3ncccn3)c(Cl)c2)cc1,-3.5,55.7,.,.,.,17.4,.
COc1cccc(CC2(CO)CCN(Cc3cn(C)nc3C)CC2)c1,-36.2,7.0,1.6,?,26.2,0.9,-3.3
CCCCNC(=O)O[C@H]1C[C@@H]2CCN3C(=O)CCC[C@H]([C@H]1Cc1ccccc1)[C@H]23,-3.6,.,1.2,53.9*,-0.8,-7.9,-0.6
CC(C)CCNc1nc(N)c([N+](=O)[O-])c(N2CCCCCC2)n1,-0.5,.,0.8,-4.0,-2.1,22.5,17.1
Cc1ccc(C(=O)NNC(=O)C2CCN(C(=O)OC(C)(C)C)CC2)cc1,4.5,4.6,1.3,-0.9,8.5,-1.3,1.8
O=C1CCCN1S(=O)(=O)c1ccc(F)cc1,-3.2,-1.0,1.2,0.5,6.1,-2.8,-1.2
CCc1ccc(Nc2ccc3nonc3c2[N+](=O)[O-])cc1,5.9,.,0.0,0.9,0.9,16.6,2.1
CC(=O)NC(NC(=S)Nc1c(C)n(C)n(-c2ccccc2)c1=O)C(Cl)(Cl)Cl (stereo not given),.,.,-3.4,6.4,-2.8,-6.7,-2.8

# Carrying on.
compound,FN deposit inh,miR122 inh,F508del corr,DENV2 CPE rescue,GSIS activator,PAX8 reporter,EWS-Fli block
CCOc1ccc(CCNC(=O)C2=C(C)C(=O)OC23CCC(C)CC3)cc1 (stereo not given),-4.6,2.0,0.4,-1.3,0.6,1.5,-4.2
COc1cccc(Cn2c3ccc(NC(=O)Cc4cc(OC)ccc4OC)cc3c(=O)n2C)c1,8.6,1.0,-0.5,-5.1,1.3,41.2,27.9
CC(C)Cn1c(N)c(C(=O)COC(=O)Cc2cccs2)c(=O)n(C)c1=O,1.1,-2.8,-2.3,-5.7,.,.,6.4
O=C(NCC1CCCO1)c1ccc(NC(=O)c2cccc([N+](=O)[O-])c2)cc1 (stereo not given),4.7,.,0.0,5.4,0.4,-2.0,9.3
CNC(=O)c1nnc(Cc2ccc(Cl)cc2)o1,4.7,-3.6,-0.3,-1.6,8.3,13.3,-4.6
O=C(COC(=O)c1c2ccccc2cc2ccccc12)NCC(F)(F)F,-2.2,-4.9,.,.,-2.2,-1.3,.
COc1ccc(NC(=O)c2cccc(-c3ccc(O)cc3)c2)cn1,0.0,-3.4,0.9,-3.4,-2.2,-30.1,32.9
O=C(Nc1ccc(F)cc1)N[C@@H]1CC[C@@H](CC(=O)N2CCOCC2)O[C@@H]1CO,5.4,-0.5[16.7 µM],-4.4,3.7,19.5,8.4,2.6
C[C@H]1CN([C@@H](C)CO)C(=O)c2cc(C#CCc3ccccc3)cnc2O[C@@H]1CN(C)C(=O)C1CCOCC1,.,.,-0.6,4.6,15.1,5.6,11.1
